Screening results as filed in PubChem.
Neddyl block – inhibitors of human cullin neddylation; calls only at 25 µM; TR-FRET cullin neddylation, biochemical; actives 0.58% (n = 360,000); P61081+Q13564; in the data active = inhibition above about 36%
CendR NRP1 mod – NRP-1/CendR interaction modulation | O14786 | inhibition, % at 25 µM | actives 0.85% (n = 360,000) | AID 602438 | FAM-RPARPAR peptide binding to NRP-1, fluorescence polarization;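 active = inhibition or corrected inhibition above about 18%, plus a signal ratio from 0.5 to 1.5, limit read from the data, passing the limit was not always enough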; also: strong numbers were not always called active
MT1-MMP act inh – MT1-MMP (human) activation inhibition | P50281 | HT1080 RFP-PRO-GFP cells, GFP/RFP ratio fluorescence, overnight; percent of plate control window, DMSO zero | GFP/RFP ratio change, % at 20 µM | actives 0.061% (n = 360,000);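 active = GFP/RFP ratio change of at least 30% with cell ATP level not reduced by more than half and red fluorescence within 50% of control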; also: strong numbers were not always called active
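Assay system: HT1080 RFP-PRO-GFP cells. Benchmarks: DMSO vehicle wells and RFP-L50D-GFP reporter cell wells. Times: overnight cell settling, then overnight compound exposure, 37 °C, 5% CO2. Compound: 20 µM single dose, 1% DMSO. Read-out basis: GFP/RFP fluorescence ratio.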
Rin1-Abl PPI inh – human Rin1-Abl interaction inhibition | TR-FRET Rin1/Abl binding, biochemical | inhibition, % at 7.35 µM | actives 0.4% (n = 360,000); in the data active = inhibition above about 5%, passing the limit was not always enough
Target sequence (P00519 whole entry, looked up): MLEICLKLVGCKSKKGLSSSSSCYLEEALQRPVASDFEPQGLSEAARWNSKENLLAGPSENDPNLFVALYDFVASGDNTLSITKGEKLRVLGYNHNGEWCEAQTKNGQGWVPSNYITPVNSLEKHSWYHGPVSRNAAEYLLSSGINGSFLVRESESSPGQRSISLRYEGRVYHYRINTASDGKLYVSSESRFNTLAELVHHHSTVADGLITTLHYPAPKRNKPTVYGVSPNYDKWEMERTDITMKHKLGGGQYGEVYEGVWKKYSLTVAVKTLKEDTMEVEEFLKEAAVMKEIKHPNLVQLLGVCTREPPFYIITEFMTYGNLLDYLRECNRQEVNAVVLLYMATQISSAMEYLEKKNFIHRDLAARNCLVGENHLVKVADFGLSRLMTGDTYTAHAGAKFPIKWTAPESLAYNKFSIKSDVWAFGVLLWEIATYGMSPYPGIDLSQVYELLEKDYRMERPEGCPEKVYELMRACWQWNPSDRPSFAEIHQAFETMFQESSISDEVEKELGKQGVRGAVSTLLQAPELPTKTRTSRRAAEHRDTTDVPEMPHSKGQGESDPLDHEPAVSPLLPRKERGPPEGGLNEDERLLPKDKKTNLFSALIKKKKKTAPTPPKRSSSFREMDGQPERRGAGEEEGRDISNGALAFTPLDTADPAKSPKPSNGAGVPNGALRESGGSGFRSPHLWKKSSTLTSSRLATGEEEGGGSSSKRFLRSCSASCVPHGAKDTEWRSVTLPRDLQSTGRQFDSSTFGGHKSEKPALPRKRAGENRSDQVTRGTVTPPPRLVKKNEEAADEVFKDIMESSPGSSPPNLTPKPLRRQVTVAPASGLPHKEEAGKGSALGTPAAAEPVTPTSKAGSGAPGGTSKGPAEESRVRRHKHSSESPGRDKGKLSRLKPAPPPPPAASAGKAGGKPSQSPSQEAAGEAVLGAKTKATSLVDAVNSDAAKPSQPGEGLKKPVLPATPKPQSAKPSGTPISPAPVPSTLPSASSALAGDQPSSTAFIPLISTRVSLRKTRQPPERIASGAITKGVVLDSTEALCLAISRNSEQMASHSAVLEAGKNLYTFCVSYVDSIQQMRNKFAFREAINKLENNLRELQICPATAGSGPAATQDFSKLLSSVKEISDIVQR
Target sequence (Q13671 whole entry, looked up): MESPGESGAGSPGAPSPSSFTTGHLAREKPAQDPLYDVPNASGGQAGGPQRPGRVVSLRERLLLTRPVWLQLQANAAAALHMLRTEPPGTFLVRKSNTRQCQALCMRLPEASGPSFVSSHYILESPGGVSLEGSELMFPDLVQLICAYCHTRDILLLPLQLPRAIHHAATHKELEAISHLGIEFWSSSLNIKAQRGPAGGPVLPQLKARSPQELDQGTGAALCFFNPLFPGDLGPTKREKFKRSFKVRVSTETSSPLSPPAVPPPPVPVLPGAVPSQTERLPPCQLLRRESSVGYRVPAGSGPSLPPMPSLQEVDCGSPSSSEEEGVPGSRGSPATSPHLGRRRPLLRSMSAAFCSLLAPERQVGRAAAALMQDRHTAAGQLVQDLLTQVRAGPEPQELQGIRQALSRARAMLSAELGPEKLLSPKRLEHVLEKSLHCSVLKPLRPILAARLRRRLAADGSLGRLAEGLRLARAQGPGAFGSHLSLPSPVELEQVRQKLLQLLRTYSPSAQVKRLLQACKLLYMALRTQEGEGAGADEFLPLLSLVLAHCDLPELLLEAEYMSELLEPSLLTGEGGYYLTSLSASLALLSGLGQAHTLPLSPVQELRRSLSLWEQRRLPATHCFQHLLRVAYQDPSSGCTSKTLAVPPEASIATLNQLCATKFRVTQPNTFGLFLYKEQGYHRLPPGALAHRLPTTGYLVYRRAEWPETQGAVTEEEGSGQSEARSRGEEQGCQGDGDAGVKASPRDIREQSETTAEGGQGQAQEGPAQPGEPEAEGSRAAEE
E coli Lon inh – E. coli protease La inhibition | P0A9M0 | actives 0.42% (n = 360,000) | inhibition, % at 7.94 µM | purified E. coli Lon protease, fluorescence polarization; in the data active = inhibition above about 13%, passing the limit was not always enough;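 also: 0% = enzyme with probe and DMSO and 100% = no enzyme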
FAS TE block – blocks the thioesterase domain of human fatty acid synthase; P49327; recombinant FAS-TE, OMFH fluorogenic substrate, fluorescence endpoint; inhibition, % at 15 µM; actives 0.67% (n = 360,000);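 active = compounds whose normalised, plate-corrected inhibition of enzyme fluorescence in the single-dose primary screen is 50% or more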;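 also: 0% = DMSO with enzyme and 100% = substrate without enzyme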
SKN-1 inh – inhibitors of C. elegans SKN-1; C. elegans VP596 Pgst-4::GFP/RFP ratio, acrylamide-induced, 24 h; inhibition, % at 21.8 µM; actives 0.49% (n = 360,000); AID 624304;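 active = interference check ratio from 0.5 to 1.5 plus GFP to RFP signal ratio inhibition reaching or exceeding a fixed threshold, cut at about 30% in these data, passing the limit was not always enough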; also: some compounds called inactive have numbers as strong as hits
bovine MsrA act – bovine methionine sulfoxide reductase A activation; AID 602163; actives 0.3% (n = 360,000); activation, % at 10.6 µM; purified bovine MsrA, absorbance read-out; in the data active = activation above about 7.5%;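 also: 0% = vehicle and 100% = reference activator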
MsrA inhibitor – bovine MsrA inhibition; purified bovine MsrA, absorbance read-out; inhibition, % at 15.5 µM; actives 0.75% (n = 360,000); AID 651718; in the data active = inhibition above about 4.5%;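 also: 0% = vehicle wells with enzyme and 100% = reference inhibitor wells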
Numbers without * were called inactive; i = inactive; x = no result given. Random draw from the library; overall some 4.2% were active at least once.

Every second line gives: CendR NRP1 mod	E coli Lon inh	bovine MsrA act	Neddyl block	FAS TE block	Rin1-Abl PPI inh	SKN-1 inh	MT1-MMP act inh	MsrA inhibitor
> C=CCNC(=S)N1CCN(S(=O)(=O)c2ccc(C)cc2)CC1
  -8	4	-11	i	-5	1	-16	3	-0.6
> CCOC(=O)CC1Sc2ccccc2NC1=S (centres undefined)
  9	4	0	i	-3	-1	13	-3	-0.7
> CN(C)c1ccc(C(CC(=O)O)NC(=O)c2ccc(Cl)cc2)cc1 (centres undefined)
  -8	-27	-4	i	-7	-2	8	4	-0.2
> CCn1c(SCC(=O)NCc2ccc(C)cc2)nnc1-c1ccncc1
  -2	3	0	i	-4	0	12	3	0.1
> O=C(COc1ccc(Cl)cc1)NNC(=O)CSc1nncs1
  -3	2	0	i	-4	-2	3	4	-0.6
> C[C@H]1CN([C@@H](C)CO)C(=O)CCCn2cc(nn2)CO[C@@H]1CN(C)S(=O)(=O)c1ccc(Oc2ccccc2)cc1
  -2	3	-8	i	-9	3	-2	1	0.7
> O=c1cc(N2CCOCC2)[nH]c(=O)n1-c1ccc(Br)cc1
  5	0	-5	i	-1	0	2	-1	-0.7
> COc1cc2[nH]c(=O)n(CCC(=O)N3CCN(Cc4ccccc4)CC3)c(=O)c2cc1OC
  8	6	-5	i	0	-4	2	3	-1.2
> Cc1[nH]c(SCC(=O)Nc2cc(C(N)=O)cc(C(N)=O)c2)nc1Cc1ccccc1
  8	-9	1	i	-10	1	6	1	1.0
> COc1ccc(C2c3ccc(O)cc3Oc3ncn(Cc4ccccc4)c(=N)c32)cc1OC (centres undefined)
  130	-60	-1	i	-31	2	59	-137	2.0
> Cc1nc2ccc(F)cc2cc1C(=O)NC(C)C
  -22	-6	-2	i	-2	-1	5	-8	x
> Cc1occc1C(=O)N/N=C/c1ccc(Cl)c([N+](=O)[O-])c1
  22	1	-15	i	9	-1	-3	1	1.3
> CCc1ccc(NC(=O)c2cnc3n(c2=O)CCS3)cc1
  5	5	-2	i	10	-3	-1	-4	2.5
> CN1CCCN(C(=O)CNC(=O)c2ccccc2Br)CC1
  7	4	-9	i	-2	2	-3	-1	-0.4
> Cc1ccccc1C(=O)c1c[nH]c(C(=O)NCCCn2ccnc2)c1
  4	-1	-3	i	-7	2	-14	0	0.1
> COc1cc2[nH]c(=S)n(Cc3cccs3)c(=O)c2cc1OC
  -15	5	-2	i	7	-2	12	1	-0.7
> Cc1ccc2c(c1)cc(CN(Cc1ccco1)S(=O)(=O)c1ccccc1)c1nnnn12
  9	6	1	i	24	3	-17	0	-1.0
> Cc1ccc(NC(=O)c2cn(-c3cccc(C)n3)cn2)cc1
  18	-9	-2	x	1	4	18	3	0.1
> O=C(COC(=O)c1ccc2c(c1)OCCO2)NC1CCCCC1
  2	3	-5	i	2	4	-4	-1	0.1
> COc1ccc(NC(=O)Cn2c(=O)n(-c3ccc(OC)cc3OC)c(=O)c3c(C)c(C)sc32)cc1
  -13	1	0	i	11	-2	0	-3	0.1
> COC(=O)C1CN(C(=O)c2ccc(OC(F)F)cc2)c2ccccc2O1 (centres undefined)
  -4	2	0	i	0	3	13	0	1.6
> Cc1csc(CN(C)C(=O)c2cn(Cc3cccc4ccccc34)nn2)n1
  -1	4	-1	i	-2	-4	13	2	-0.2
> CC(C)NCC(O)(c1ccc(Cl)cc1)c1ccc(Cl)cc1
  6	0	3	i	-1	2	2	9	0.2
> O=C(O)Cn1ccc2ccccc21
  -1	0	-2	i	-6	-1	-9	4	-0.7
> O=C(NCc1cccc(C(F)(F)F)c1)C1CC(c2c(Cl)cccc2Cl)=NO1 (centres undefined)
  11	3	-1	i	27	3	4	4	-0.9
> CCCCOc1ccc(C(=O)N2CCCC2C(=O)O)cc1 (centres undefined)
  -18	5	3	i	-3	2	-6	2	0.1
> COc1ccccc1-c1cc(C(=O)Nc2cc(C)nn2-c2ccccc2)no1
  -13	-8	-2	i	0	0	7	-4	-0.6
> COc1ccc(N2CCN(C(CNC(=O)c3ccc4c(c3)OCO4)c3ccco3)CC2)cc1 (centres undefined)
  0	1	-2	i	3	0	-1	2	-0.8
> CC(C)N(CC#CCC(O)(c1ccccc1)c1ccccc1)C(C)C
  -2	3	-4	i	-7	-4	1	-2	-0.3
> O=C(N=C1SC2CS(=O)(=O)CC2N1c1ccccc1)C1CC1 (centres undefined)
  -2	-8	-3	i	-9	-2	-6	-4	-1.1

One compound at a time, from the list above.
Entry for O=C(NCc1cccc(C(F)(F)F)c1)C1CC(c2c(Cl)cccc2Cl)=NO1 (centres undefined) → CendR NRP1 mod: 11; E coli Lon inh: 3; bovine MsrA act: -1; Neddyl block: i; FAS TE block: 27; Rin1-Abl PPI inh: 3; SKN-1 inh: 4; MT1-MMP act inh: 4; MsrA inhibitor: -0.9
Entry for CCCCOc1ccc(C(=O)N2CCCC2C(=O)O)cc1 (centres undefined) → CendR NRP1 mod: -18; E coli Lon inh: 5; bovine MsrA act: 3; Neddyl block: i; FAS TE block: -3; Rin1-Abl PPI inh: 2; SKN-1 inh: -6; MT1-MMP act inh: 2; MsrA inhibitor: 0.1

Carrying on:
Every second line gives: CendR NRP1 mod	E coli Lon inh	bovine MsrA act	Neddyl block	FAS TE block	Rin1-Abl PPI inh	SKN-1 inh	MT1-MMP act inh	MsrA inhibitor
> COC(=O)CCN(C(=O)c1cc(OC)c(OC)c(OC)c1)c1ccccn1
  -1	-4	-2	i	-9	6	-8	2	-0.3
> CCCCCn1c2nc3ccccc3nc2c2c(=O)n(CC(C)C)cnc21
  -1	5	-3	i	-4	-2	-9	-1	x
> COc1ccc(/C=C2\SC(=S)N(CC3CCCO3)C2=O)cc1 (centres undefined)
  3	6	-8	i	24	-3	6	3	-1.1
> Cc1cccc(OCc2nc(C#N)c(NCCN(C)C)o2)c1
  2	-8	3	i	-6	-1	-1	4	0.3
> Cc1ccc(S(=O)(=O)N2CCN(C(=O)c3ccco3)CC2)c(C)c1
  5	1	-3	i	-6	-2	3	2	-0.2
> COC(=O)CSc1nnc(-c2ccc(S(=O)(=O)N3CCCCC3)cc2)o1
  -7	1	1	i	3	-1	10	1	0.1
> CCN(CC)S(=O)(=O)c1ccc(N2CCOCC2)c(NC(=O)c2cc(Cl)c3c(c2)OCO3)c1
  -10	-3	-1	i	31	4	6	1	0.6
> O=C(N/N=C/c1ccncc1)c1nn(Cc2ccccc2)c(=O)c2ccccc12
  -6	-4	-3	i	4	-3	-10	4	1.4
> COCc1nnc(NC(=O)CC(c2ccccc2)c2ccccc2)s1
  21	0	0	i	-3	-1	10	1	-0.6
> COc1ccccc1-c1coc2cc(OCC(=O)OCc3ccccc3)ccc2c1=O
  6	-11	-4	i	-55	-3	-4	3	-1.4
> CCCOC(=O)C1=C(C)NC2=C(C(=O)CCC2)C1c1cc(OC)ccc1OC (centres undefined)
  6	-9	-13	i	-2	2	-15	-4	0.4
> O=C(c1ccc(F)cc1)C1CCN(C(=O)c2ccccc2F)CC1
  8	-5	-1	i	-2	2	4	-3	0.1
> Cn1c(=O)c2c(nc(NCc3ccc4c(c3)OCO4)n2Cc2ccc(F)cc2)n(C)c1=O
  -19	-5	6	i	12	-2	-1	-19	1.6
> COc1ccccc1C1CC(c2ccc(Br)cc2)=NN1C(=O)c1cccnc1 (centres undefined)
  -14	-11	-3	i	26	-2	9	-16	1.6
> O=C(CCn1c(=O)c2cccn2c2ccccc21)Nc1ccc(F)cc1
  17	-1	1	i	8	-4	10	0	2.1
> Cc1ccc(CNc2ccc(O)cc2)cc1
  10	20*	-3	i	-6	5	27	26	0.1
> COc1ccc(Cl)cc1NC(=S)N(Cc1cccnc1)Cc1ccco1
  -7	4	-2	i	10	-3	4	-4	-1.4
> Cc1ccccc1OCCCCc1c(C)n[nH]c1C
  -4	-6	-4	i	0	0	-9	-2	-1.6
> C=CCN(CC(=O)NC1CCS(=O)(=O)C1)S(=O)(=O)c1ccccc1C(F)(F)F (centres undefined)
  -4	-1	0	i	-4	3	3	-3	0.0
> O=c1/c(=C\c2ccc(F)cc2)sc2n1CCCN=2
  13	0	-11	i	-7	-1	39*	7	3.4
> CC(C)Nc1nc(NC(N)=S)nc(NC(C)(C)C)n1
  4	-12	-5	i	-4	0	16	1	-0.4
> Cc1nn(Cc2noc(C(=O)NCCc3ccccn3)n2)c(C)c1Br
  2	4	0	i	-3	2	15	3	0.3
> CCOc1cccc(CNCCNC(=O)c2nonc2N)c1
  -6	-6	-2	i	-6	-3	-6	2	0.8
> COc1ccccc1CNc1nc2nc(C)c(C)c(=O)n2[nH]1
  -9	4	-1	i	-10	1	2	1	0.6
> COc1cccc(C(=O)Nc2cc(C(=O)NCc3ccc(C)cc3)ccc2N2CCC3(CC2)CC(c2cccc(Br)c2)=NO3)c1
  -21	-14	-4	i	12	2	6	-5	-1.0
> O=C(Nc1cc(=O)c2ccccc2o1)N1CCCCC1
  -3	-6	-10	i	-10	-1	-29	0	1.2
> O=[N+]([O-])c1ccc(OCc2nnc(-c3ccccc3)o2)cc1
  3	2	-3	i	16	-5	5	-2	0.1
> COc1ccc2nc(SCc3ccccc3)nc(C)c2c1
  -1	-2	6	i	30	0	11	2	0.1
> CC(=O)Nc1ccc(NC(=O)c2cc(C)nn2-c2ccccc2)cc1
  0	-2	2	i	-5	-2	6	1	0.9
> CSCC[C@H](NC(=O)Nc1ccc(Oc2ccccc2)cc1)C(=O)O
  9	-4	1	i	-5	-1	10	6	0.0
> O=C1Nc2ccccc2-n2nnnc2C1N1CCN(c2cccc(C(F)(F)F)n2)CC1 (centres undefined)
  3	x	x	i	x	x	7	-2	-0.2
> COCCNC(=O)c1ccccc1NC(=O)c1ccc(Cl)c(S(=O)(=O)Nc2ccc(C)cc2C)c1
  6	1	1	i	24	-1	6	9	-0.4
> CC(=O)NS(=O)(=O)c1ccc(NC(=O)CCC2CCCC2)cc1
  1	-10	-1	i	-2	-2	2	3	-0.2
> N#CC1=C(N)Oc2cc(N)ccc2C1C1CCCCC1 (centres undefined)
  -6	-3	-14	i	4	2	25	-11	0.5
> COc1ccc(N2Cc3cccc(C(=O)N4CCOCC4)c3C2=O)cc1
  11	-2	-2	i	-7	2	-7	-7	-0.3
> CC1(c2ccc(OC(F)F)cc2)NC(=O)N(CC(=O)Nc2ccc3[nH]c(=O)[nH]c3c2)C1=O (centres undefined)
  6	1	-5	i	-3	3	-10	3	0.4
> CCN(CC)CCNC(=O)C1c2cc(OC)c(OC)cc2C(=O)N(C)C1c1cccs1 (centres undefined)
  -2	-5	-3	i	-7	4	-7	0	0.7
